Screens: PubChem BioAssay, several laboratories
ERb SRC1 inh – inhibitors of ERβ-SRC1 coactivator interaction, primary screen, biochemical, TR-FRET, ERβ LBD, SRC-1 peptide | TR-FRET ER-beta LBD / SRC1-Cy5 peptide binding; receptor agonist-loaded with 1 µM estradiol | inhibition, % at 25.6 µM | 86,000 compounds, 1.3% hits;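 active = compounds whose percent inhibition of the receptor-coactivator binding signal exceeds about 50% in the single-dose screen, limit read from the data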;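 also: 0% = receptor plus peptide wells without compound and 100% = peptide-only wells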
Target sequence (Q92731 whole entry, looked up, the tested form may be a part): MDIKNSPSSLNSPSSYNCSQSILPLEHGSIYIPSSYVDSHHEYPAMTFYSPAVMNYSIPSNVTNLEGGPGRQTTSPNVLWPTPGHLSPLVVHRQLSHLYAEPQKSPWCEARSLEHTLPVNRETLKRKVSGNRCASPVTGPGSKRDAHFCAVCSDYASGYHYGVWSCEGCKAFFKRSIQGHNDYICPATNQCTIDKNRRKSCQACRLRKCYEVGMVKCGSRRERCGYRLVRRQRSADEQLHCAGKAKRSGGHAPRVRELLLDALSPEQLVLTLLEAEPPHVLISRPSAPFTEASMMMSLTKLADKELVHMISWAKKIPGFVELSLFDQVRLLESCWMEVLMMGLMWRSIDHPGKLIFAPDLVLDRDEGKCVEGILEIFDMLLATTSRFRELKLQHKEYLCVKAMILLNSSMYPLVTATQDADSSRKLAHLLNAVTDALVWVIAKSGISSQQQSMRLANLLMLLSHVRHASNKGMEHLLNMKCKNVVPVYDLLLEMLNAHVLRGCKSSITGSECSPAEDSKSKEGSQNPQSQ
HUVEC tox TNFa – cytotoxicity in TNFa-stimulated HUVEC, primary screen, cytotoxicity control for VCAM1 expression modulator project, imaging, Hoechst nuclei count | HUVEC TNFalpha-stimulated, Hoechst cell count | cell count reduction, % at 2 µM | 93,000 compounds, 0.17% hits | AID 848, 2007;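 active = cell count reduction exceeding the screen mean by over 5 SD, scaled to untreated wells per plate, cut at about 78% in these data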;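 also: cells counted after 24 h of TNF alpha exposure following the 1 h pretreatment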
Candida biofilm – clotrimazole potentiators killing Candida biofilms, primary screen, with clotrimazole, Alamar Blue; C. albicans biofilm + clotrimazole; inhibition, % at 6 µM; 85,000 compounds, 0.14% hits;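 active = inhibition above 20%; inactive = inhibition below 20%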;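 also: preformed 24 hr biofilms exposed to compound for 48 hr; 0% = biofilm without compound and 100% = blank killed by clotrimazole plus chlorhexidine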
VCAM1 TNFa inh – inhibitors of TNFa-induced VCAM1 expression, primary screen, imaging, HUVEC, TNFa stimulus, immunofluorescence; HUVEC TNFa-induced VCAM-1 immunofluorescence, high-content imaging; inhibition, % at 2 µM; 95,000 compounds, 0.48% hits;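 active = inhibition above the batch mean plus 3 SD, with images confirmed as a hit by eye, cut at about 37% in these data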;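 also: 0% = TNF-stimulated DMSO wells and 100% = unstimulated control wells; not every result past the cut was called active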
sEH act – soluble epoxide hydrolase activators, primary screen, biochemical, human sEH; Bifunctional epoxide hydrolase 2 (Homo sapiens), P34913; purified human sEH enzymatic activity, activator screen; 91,000 compounds, 0.04% hits; AID 717, 2007; activation, % at 2 µM; in the data active = activation above about 37%; also: values of inactives mirror those of a sister screen read the other way
sEH inh – soluble epoxide hydrolase inhibitors, primary screen, biochemical, human sEH | recombinant human sEH enzymatic activity assay | inhibition, % at 2 µM | 91,000 compounds, 0.34% hits | AID 707, 2007; in the data active = inhibition above about 80%; also: values of inactives mirror those of a sister screen read the other way; many of its hits are not listed in these tables
Smad3 FoxH1 inh – Smad3/FoxH1 peptide binding inhibitors, primary screen, biochemical, TR-FRET. TR-FRET Smad3/Dy647-FoxH1 peptide binding, europium anti-His. inhibition, % at 25 µM. 88,000 compounds, 0.29% hits;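 active = compounds that reduce the energy-transfer binding signal between the protein and its labelled peptide by more than half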;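 also: 0% = Smad3 plus labelled peptide maximal FRET and 100% = peptide-only background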
Target sequence (P84022 whole entry, looked up): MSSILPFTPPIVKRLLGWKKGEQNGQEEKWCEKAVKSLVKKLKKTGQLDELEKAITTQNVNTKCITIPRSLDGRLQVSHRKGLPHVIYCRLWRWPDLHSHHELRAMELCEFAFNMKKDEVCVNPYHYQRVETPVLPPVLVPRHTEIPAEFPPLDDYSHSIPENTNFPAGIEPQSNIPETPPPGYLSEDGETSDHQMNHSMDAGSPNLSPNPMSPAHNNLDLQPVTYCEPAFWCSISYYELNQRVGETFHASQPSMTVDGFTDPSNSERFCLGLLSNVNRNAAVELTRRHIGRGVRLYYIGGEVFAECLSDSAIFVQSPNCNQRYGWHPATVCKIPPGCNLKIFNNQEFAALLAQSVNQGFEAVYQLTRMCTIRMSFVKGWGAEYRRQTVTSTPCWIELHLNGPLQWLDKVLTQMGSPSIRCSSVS
IL1B cytotox – cytotoxicity in IL-1B stimulated HUVEC, primary screen, cytotoxicity control for IL-1B NFkB translocation project, imaging, Hoechst nuclear count, IL-1B stimulus. HUVEC cell count loss. cell count reduction, % at 2 µM. 94,000 compounds, 0.41% hits;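 active = cell count reduction more than 3 SD above the screen-wide mean, cut at about 70% in these data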;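 also: normalized per plate to untreated control cells as the no-loss baseline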
F-actin modifier – modifiers of F-actin cytoskeleton organization, primary screen, imaging, HUVEC, phalloidin staining, high-content imaging; HUVEC TNFa F-actin phalloidin imaging; inhibition, % at 2 µM; 91,000 compounds, 0.18% hits;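 active = inhibition above the batch mean plus 3 SD and confirmed as a hit by visual image inspection, cut at about 30% in these data, passing the limit was not always enough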; also: strong numbers were not always called active
Starred values were filed as active, the others as inactive; / = not tested or not shown; [ ] = remark or other dose. Some of the compounds tested (hit frequency here may not be typical).

SMILES	ERb SRC1 inh	HUVEC tox TNFa	Candida biofilm	VCAM1 TNFa inh	sEH act	sEH inh	Smad3 FoxH1 inh	IL1B cytotox	F-actin modifier
COC(=O)COc1ccc(S(=O)(=O)N2CCc3ccccc3C2)cc1	4	7	3	30	-11	12	15	-26	6
COc1cc2c(cc1NCc1ccc3c(c1)OCO3)oc1ccccc12	7	-19	-6	-15	4	1	-2	12	23
CC(Sc1nnc(C(C)N(C)C)n1-c1ccc(Cl)cc1)C(=O)Nc1ccc2c(c1)OCO2 (stereo unspecified)	6	-3	5	-10	/	/	3	7	-10
CCCOc1ccccc1NC(=O)c1c(-c2ccccc2)noc1C	-3	9	30*	2	12	-12	0	-16	-15
CCOc1c2ccc(C(=O)NCc3ccc(OC(F)(F)F)cc3)cc2nn1CC	/	-5	/	-1	-8	9	/	-36	-11
O=C(CN1CCOCCOCCOCCOCC1)Nc1ccccc1	10	0	5	-10	0	3	0	-11	17
CN(CC(=O)NCc1cccs1)S(=O)(=O)c1cccc2nsnc12	1	4	3	17	0	0	11	-3	53
COc1ccc(S(=O)(=O)N(C)c2ccc(C(=O)NCC3CCCO3)cc2)cc1 (stereo unspecified)	-32	-10	5	-6	5	-2	9	-9	12
COC(=O)C(O)(CC(=O)Nc1ccc(OC(F)(F)F)cc1)C(F)(F)F (stereo unspecified)	-3	-7	2	7	14	-8	6	15	-16
CN(C(=O)NC(=O)C1=C(N2CCOCC2)/C(=C/c2ccccc2)CC1)S(C)(=O)=O	8	-26	7	-15	3	-4	9	-98	4
Cc1cc(C(=O)Nn2cnnc2)cs1	-3	-4	4	-6	14	-14	5	10	3
c1ccc(-c2nn3c(C4CCCCC4)nnc3s2)nc1	-13	-21	1	3	-7	6	6[fluorescence artefact?]	-31	18
CC1CCCC(C)N1S(=O)(=O)c1ccc(NC(=O)CCn2cnc3ccccc3c2=O)cc1 (stereo unspecified)	-3[fluorescence artefact?]	9	5	-14	-2	1	2	-3	-6
Nc1cc(Cl)c(N)cc1Cl	4	-20	3	-6	-6	4	-5	2	-6
CC(C)C(NC(=O)C1CCCCC1)C(=O)Nc1ccc2c(c1)OCCO2 (stereo unspecified)	-4	-10	3	3	-22	22	-3	-16	9
O=C(O)COc1ccc2c(c1)OCCO2	-7	-22	4	1	-2	3	5	-9	35
CCOC(=O)c1ccc(NS(=O)(=O)c2cccc3nsnc23)cc1	0	-16	10	11	8	-8	-3	-37	-1
CCCCn1c(SCc2nc(N)nc(Nc3ccccc3C)n2)nc2ccccc2c1=O	21[fluorescence artefact?]	-22	1	-17	-1	3	-18	7	-10
Cc1ccc(OCCn2nc3ccccc3n2)c(C)c1	4	-4	-4	0	9	-11	7	4	-11
O=C(NNC(=S)Nc1ccccc1)C1CC1	/	-12	/	22	6	-6	/	/	-6
O=C(COc1ccccc1)NCC(=O)NC1=NCCS1	-3	-3	/	-5	13	-14	15	1	16
Cn1c(N)c(C(=O)COC(=O)C2(c3ccccc3F)CCCC2)c(=O)n(C)c1=O	-7	-26	3	17	-9	9	0	-2	9
c1ccc(-c2ccc(OCCCn3cncn3)cc2)cc1	-6	-1	2	11	-2	3	12[fluorescence artefact?]	-40	-4
CCCCCc1cc(O)c2c(C)cc(=O)oc2c1	1[fluorescence artefact?]	-41	0	16	2	-3	12[fluorescence artefact?]	-22	22
CSc1cc(-c2ccccc2)n(Cc2c(Cl)cccc2Cl)c(=O)c1C#N	2	-35	4	16	11	-12	-6[fluorescence artefact?]	-3	/

Single records (already shown). Screens in order: ERb SRC1 inh	HUVEC tox TNFa	Candida biofilm	VCAM1 TNFa inh	sEH act	sEH inh	Smad3 FoxH1 inh	IL1B cytotox	F-actin modifier
Profile of `c1ccc(-c2ccc(OCCCn3cncn3)cc2)cc1` → -6	-1	2	11	-2	3	12[fluorescence artefact?]	-40	-4
Profile of `CSc1cc(-c2ccccc2)n(Cc2c(Cl)cccc2Cl)c(=O)c1C#N` → 2	-35	4	16	11	-12	-6[fluorescence artefact?]	-3	/
Profile of `CN(CC(=O)NCc1cccs1)S(=O)(=O)c1cccc2nsnc12` → 1	4	3	17	0	0	11	-3	53

Continuation:
SMILES	ERb SRC1 inh	HUVEC tox TNFa	Candida biofilm	VCAM1 TNFa inh	sEH act	sEH inh	Smad3 FoxH1 inh	IL1B cytotox	F-actin modifier
CC(C)Sc1nc2c(c(=O)[nH]c(=O)n2C)n1Cc1ccc(Cl)cc1	-11	-36	1	-15	4	-4	4	-14	-33
O=C(Nc1cccc(O)c1)c1cnn2cccnc12	39	-15	3	3	7	-6	6	-12	6
CCOC(=O)CCSc1nc(-c2ccc3c(c2)OCO3)cc(C(F)(F)F)c1C#N	/	-15	/	1	14	-16	/	-38	-28
Cc1nc2ccccn2c1P(=Nc1ccccc1)(N(C)C)N(C)C	-1	-20	5	-12	2	-2	9[fluorescence artefact?]	-8	-33
CNC(=O)C1CC(=O)N(Cc2ccccc2)C(=Nc2ccc(OC)cc2)S1 (stereo unspecified)	4	12	7	10	9	-7	3	16	-17
CCCC1CC(C)(C(=O)CSc2n[nH]c(-c3ccccc3)n2)OC1=O (stereo unspecified)	-3	-13	1	11	8	-5	0	14	8
CNc1nc(OCCNC(=O)Nc2ccccc2)nc(N2CCOCC2)n1	-4	0	-2	0	1	-1	4	-5	0
CN1CCN(C(=O)c2cc(-c3ccccc3)on2)CC1	-7	-24	-3	18	4	-4	-1	-5	11
Cc1cccc(C)c1OCC(O)Cn1nnc2ccccc21 (stereo unspecified)	-13	-4	7	0	4	-1	-11	-9	-25
C=C(C)CSc1nnc(-c2ccc(OC)c(OC)c2)n1N	-7	-9	11	-6	-6	7	2	8	26
CCOC(=O)c1c(C)n(C)c2c(C)cc(O)c(OC(=O)CC)c12	-1	-6	2	-11	4	-5	-5	9	16
CC(=O)N(C)c1ccc(NC(=O)C(F)(F)F)cc1	19[fluorescence artefact?]	0	1	1	-4	4	-8	-16	18
CCN(CCCNC(=O)C1CCN(S(=O)(=O)N2CCOCC2)CC1)c1cccc(C)c1	2[fluorescence artefact?]	-4	0	6	-76	76	-2	-4	-18
COc1ccc(C(CC(=O)NCc2ccco2)c2ccc(F)cc2)cc1 (stereo unspecified)	-5	-17	7	2	22	-20	-5	/	3
COc1ccc2c(c1)CCc1c(C(=O)NCCc3ccc(OC)c(OC)c3)noc1-2	32[fluorescence artefact?]	-24	4	-6	-45	44	10	-10	-1
O=C(O)C1CCCN1C(=O)c1cccs1 (stereo unspecified)	/	6	/	15	/	/	/	4	-7
CCOC(=O)c1sc(NC(=O)c2cc3c(s2)CCC(C)C3)nc1C (stereo unspecified)	5[fluorescence artefact?]	-11	3	-6	11	-8	-3[fluorescence artefact?]	3	2
COc1ccccc1NC(=O)c1nn(-c2ccc(F)c(F)c2)ccc1=O	/	17	/	-4	-2	4	/	2	-18
CSc1ccccc1C(=O)NCCSc1ccccc1	-4	-2	2	-7	1	-3	-15	-13	-5
COC(=O)COc1ccc(S(=O)(=O)Nc2ccc3c(c2)OCCO3)cc1Cl	-1	-9	1	38	-2	3	14	-21	2
Oc1ccc(Nc2nc(N3CCCC3)c3ccccc3n2)cc1	3	-26	3	-26	-27	26	11	-6	18
CCOc1ccc(CCNC(=O)CN(C)S(=O)(=O)c2ccc3c(c2)CCC(=O)N3)cc1OCC	4	-40	9	1	-6	5	8[fluorescence artefact?]	-42	15
NCCCCCNC(=O)/C=N\O	/	-9	/	-2	-2	4	/	-4	32
C=CCOC(=O)C1=C(C)NC(SC)=C(C#N)C1c1cccs1 (stereo unspecified)	-1	-9	6	10	-14	15	2	-20	-18
O=C(C1CCC1)N1CCc2cc(S(=O)(=O)NCc3cccnc3)ccc21	4[fluorescence artefact?]	-32	4	3	/	/	4	-14	-6
Later entries
SMILES	ERb SRC1 inh	HUVEC tox TNFa	Candida biofilm	VCAM1 TNFa inh	sEH act	sEH inh	Smad3 FoxH1 inh	IL1B cytotox	F-actin modifier
COc1ccc(S(=O)(=O)NCCC(=O)NC(C)c2ccccc2)cc1 (stereo unspecified)	-12	6	7	10	0	-1	0	10	2
COc1ccccc1NC(=S)NC(=O)CC(C)C	/	-11	/	7	4	-3	/	20	8
CCS(=O)(=O)N1CCCC(C(=O)NCCCOC)C1 (stereo unspecified)	-9	-10	1	6	-7	8	-8	8	27
CCOc1ccc2[nH]c(=O)c(CN(Cc3ccco3)C(=O)c3cccc(F)c3)cc2c1	4	-1	5	2	-13	12	-3	10	10
Clc1ccc(-c2nnc(C3CCCCC3)o2)cc1	/	-2	/	-13	2	0	/	-8	0
COc1ccccc1CN(Cc1ccco1)S(=O)(=O)c1ccc(-n2cnnn2)c(OC)c1	-2[fluorescence artefact?]	15	3	-43	-7	5	4[fluorescence artefact?]	-27	-1
COc1cccc(/C=N/NC(=O)c2cc(C34CC5CC(CC(C5)C3)C4)[nH]n2)c1	/	8	/	-10	8	-4	/	5	13
CCOC(=O)c1c(NC(=O)CSc2nnc(-c3ccco3)o2)sc(C)c1C	4	12	6	-5	-4	6	-2	-12	3
N#Cc1cccc(C(c2nnnn2C2CCCC2)N2CCC(Cc3ccccc3)CC2)c1 (stereo unspecified)	-3	-29	8	6	11	-9	-1	24	15
COc1ccc(CCN2CC(C(=O)O)CC2=O)cc1OC (stereo unspecified)	-19	-2	4	-10	2	-3	-1	-85	-16
CC(C)COP(=O)(OCC(C)C)C(Nc1ccccc1)c1ccc2c(c1)OCO2 (stereo unspecified)	/	-6	/	10	12	-9	/	-10	-3
Cc1cc(C)c2c(N)c(C(=O)NCC3CCCCC3)sc2n1	-7	-10	9	2	6	-6	-22	0	-15
CCn1c(N)c(C(=O)NCc2ccc3c(c2)OCO3)sc1=S	3	/	2	/	-9	10	7	-19	-14
Cc1noc(C)c1S(=O)(=O)N1CCCC(C(=O)NCCC2=CCCCC2)C1 (stereo unspecified)	/	-10	/	4	-70	71	/	17	30
O=C(O)c1c[nH]c2c(C(F)(F)F)cccc2c1=O	-8	-13	4	-2	5	-3	13	-62	-10
CCn1c(CC(=O)Nc2ccc(C)c(Cl)c2)nnc1SCCOc1ccc(OC)cc1	2	7	2	-16	0	-1	5	11	-20
O=C(NCCc1cn2ccccc2n1)C1CCCCC1	-5	8	8	4	-2	2	10[fluorescence artefact?]	-7	1
O=C(COc1ncnc2sccc12)N1CCN(S(=O)(=O)c2ccc(Cl)cc2)CC1	4[fluorescence artefact?]	-16	0	15	-19	16	-2	-20	-11
Cc1c(/C(O)=C2\C(=O)C(=O)N(CCN(C)C)C2c2ccco2)cnn1-c1ccccc1 (stereo unspecified)	-7	4	11	12	10	-13	-5	-19	-2
CCC(c1nnc(SCC(=O)N2CC3(C)CC2CC(C)(C)C3)o1)N(C)C (stereo unspecified)	0	-14	-1	-2	7	-8	-1	-23	3
O=C(CN1C(=O)c2cccc3cccc1c23)N1CCN(c2ccc(F)cc2)CC1	-9	1	5	-8	9	-10	7	-31	-50

A few values from the entries so far.
Value for CCn1c(CC(=O)Nc2ccc(C)c(Cl)c2)nnc1SCCOc1ccc(OC)cc1 under VCAM1 TNFa inh: -16
Value for CCOC(=O)c1c(NC(=O)CSc2nnc(-c3ccco3)o2)sc(C)c1C under VCAM1 TNFa inh: -5
Value for O=C(O)c1c[nH]c2c(C(F)(F)F)cccc2c1=O under VCAM1 TNFa inh: -2
Value for Clc1ccc(-c2nnc(C3CCCCC3)o2)cc1 under F-actin modifier: 0
Value for CCn1c(N)c(C(=O)NCc2ccc3c(c2)OCO3)sc1=S under F-actin modifier: -14
